# Source: PubChem (Broad Institute)
# EWS-Fli inh – inhibitors of EWS/Fli oncoprotein transcriptional activity; A673 NR0B1-luciferase reporter, viability-normalised; 0.67% of 350,000 active; inhibition, % at 12.6 µM;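 active = mean inhibition of at least 50% after viability correction, with every replicate also passing that limit; inconclusive = mean reaches 50% but only one of two replicates passes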;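 note: firefly luciferase signal divided by Alamar Blue viability fluorescence both relative to DMSO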
# DENV2 CPE – DENV2-induced cell death inhibition; DENV2-infected cells, cytopathic effect rescue, plate reader; CPE inhibition, % at 9.99 µM; 1.7% of 350,000 active; AID 651640; in the data active = CPE inhibition above about 20%, passing the limit was not always enough; inconclusive = no clear call, values can overlap the other calls; tested in BHK-21 cells;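 note: 0% = median of neutral control wells and 100% = median of positive control wells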
# PAX8 inh HTS – PAX8 transcriptional activity inhibition; inhibition, % at 12.6 µM; RMG-I TPO-luciferase reporter, SteadyGlo, 24 h; 1.2% of 360,000 active;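 active = mean replicate inhibition at least 60% with every replicate also reaching 60%; inconclusive = only one of the two criteria is met; inactive = mean below 60% and not all replicates reaching 60%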;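 note: luciferase light reporting Pax8 driven TPO promoter activity; plate controls were median of neutral control wells for no effect and mitoxantrone controls for full effect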
# F508del corr – CFTR F508del correction in bronchial cells. CFBE cells, YFP halide quenching; stimulated with forskolin plus potentiator P3; % fluorescence drop versus neutral controls. activity (quench increase), % at 7.58 µM. 0.36% of 350,000 active;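 active = mean added fluorescence quench of at least 8% versus neutral control, with both replicates also reaching 8%; inconclusive = only one of the mean or replicate conditions met; inactive = mean below 8% and not both replicates reaching 8%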;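 note: cells transiently co-express mutant CFTR-F508del with the halide-sensitive YFP; corrector assay measuring rescue of mutant channel to the surface after 24 h compound exposure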
# ARNT TACC3 PPI – disruptors of human ARNT/TACC3 interaction | AlphaScreen His-ARNT PAS-B/GST-TACC3 binding, luminescence; TACC3 fragment carries E629A point mutation | inhibition, % at 9.99 µM | 0.66% of 390,000 active;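 active = mean inhibition of replicates at least 50% and at least half of replicates each reaching 50%; inconclusive = half or more replicates reach 50% but mean below 50%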;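 note: 0% = complete ARNT plus TACC3 wells and 100% = ARNT alone without TACC3; many hits fall short of the cut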
# INS-1E GSIS act – primary screen for activators of insulin secretion dependent on glucose, INS-1E cells, GLuc reporter luminescence | INS-1E GLuc reporter insulin secretion, 2-3 h | activation, % at 16.6 µM | 0.61% of 370,000 active | AID 743287;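 active = lowest replicate activation of at least 40%, so every replicate reaches that level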;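 note: 0% = median of neutral control wells and 100% = median of IBMX positive control wells; some compounds called inactive have numbers as strong as hits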
# ERp5 block – inhibitors of human ERp5. AID 651711. ERp5 insulin aggregation, absorbance 650 nm, 90 min. inhibition, % at 9.99 µM. 0.05% of 350,000 active. Q15084;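 active = mean replicate inhibition above about 25%, with every replicate also reaching it, limit read from the data, passing the limit was not always enough; inconclusive = only one of those two criteria met; inactive = neither criterion met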
# Target sequence (Q15084 whole entry, looked up): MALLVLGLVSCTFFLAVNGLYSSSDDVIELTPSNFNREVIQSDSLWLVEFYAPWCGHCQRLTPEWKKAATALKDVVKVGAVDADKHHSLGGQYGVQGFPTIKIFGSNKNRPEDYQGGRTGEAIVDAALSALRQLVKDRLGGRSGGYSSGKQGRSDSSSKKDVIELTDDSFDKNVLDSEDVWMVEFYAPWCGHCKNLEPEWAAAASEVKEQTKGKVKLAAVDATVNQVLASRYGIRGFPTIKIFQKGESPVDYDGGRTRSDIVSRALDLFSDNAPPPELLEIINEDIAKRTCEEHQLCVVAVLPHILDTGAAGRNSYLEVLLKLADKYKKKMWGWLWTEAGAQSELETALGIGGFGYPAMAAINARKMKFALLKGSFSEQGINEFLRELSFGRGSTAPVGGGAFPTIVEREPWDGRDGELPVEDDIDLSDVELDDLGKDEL
# Xi reactivation – activators of X-chromosome reactivation in mouse fibroblasts; XiGFP mouse fibroblasts, % GFP-positive cells imaging, 3 d; cells co-treated with 5-aza-dC sensitizer; scaled so ellipticine positive control = 100%; activation, % at 7.58 µM; 0.055% of 360,000 active;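 active = mean normalized replicate activation at least 10% and every replicate at or above 10%; inconclusive = only one of the two criteria met; inactive = mean below 10% and not all replicates reach 10%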;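 note: 0% = median of on-plate neutral control wells and 100% = ellipticine 6 µM median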
#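 Schedule: 3 d treatment, 15 min room-temperature fixation; system: 68-5-11 XiGFP fibroblast line; buffer or medium: DMEM plus 5-aza-dC sensitizer; control set: ellipticine 6 µM positive control; compound: one concentration, pinned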
# * marks the source's active call; other numbers are inactive results; ? = inconclusive; . = no result given; & = joins results of further samples. Outcome played no part in choosing rows; about 4.2% have a hit in one of these screens.
molecule,EWS-Fli inh,DENV2 CPE,PAX8 inh HTS,F508del corr,ARNT TACC3 PPI,INS-1E GSIS act,ERp5 block,Xi reactivation
C[C@@H]1CN([C@H](C)CO)S(=O)(=O)c2ccc(C#CC3CC3)cc2O[C@H]1CN(C)Cc1ccccc1F,29,?,.,4.8,11,59,4,-0.7
CCOc1ccc(NC2c3ccccc3C(=O)N2Cc2ccco2)cc1 (configuration not stated),6,-7,19,1.0,8,.,3,0.0
Cc1ccc(NC(=O)Cn2cnc3cc([N+](=O)[O-])ccc3c2=O)cc1,0,0,-14,-4.2,-4,3,0,-0.1
COc1cc(OC)c(NS(=O)(=O)c2cc3[nH]c(=O)c(=O)[nH]c3cc2C)cc1Cl,5,4,10,-0.9,6,6,1,0.3
CO[C@@H]1CN(C)C(=O)c2ccc(NC(=O)Nc3c(C)noc3C)cc2OC[C@@H](C)NC[C@@H]1C,3,-4,-14,?,4,21,5,-0.1
CCCc1ccc(C(=O)CCC(=O)NNC(=O)c2ccncc2)cc1,-4,-11,-11,-0.8,-1,3,2,0.1
CC(=O)c1ccc(N(C(=O)CNC(=O)c2ccco2)C(C(=O)NC2CCCC2)c2ccncc2)cc1 (configuration not stated),6,-3,-7,-0.5,7,36,-1,0.1
CN(C)C(=O)c1cccc(-c2ccc3c(c2)[C@H]2[C@H](CCN2Cc2nccs2)[C@@H](CO)N3)c1,-19,-1,-3,-1.0,4,-6,1,0.1
Cc1nc2c(ccc3nc(NC(=O)Cc4cccc5ccccc45)sc32)s1,-24,-7,17,-1.0,-9,.,2,0.5
CCCCOc1ccc(C(=O)N/C(=C/C=C/c2ccccc2)C(=O)NCCCO)cc1,-6,-4,0,.,-1,-3,6,0.0
CSc1ncccc1C(=O)NCc1ccccc1Cl,-5,2,-30,-1.5,.,4,3,0.0
COc1ccc(C(O)(C(C)C)C(CN2CCOCC2)c2ccccc2)cc1 (configuration not stated),1,3,-19,-3.2,0,-8,1,0.3
CN(C)CCCNC(=O)C[C@H]1CC[C@@H]2[C@H](COC[C@@H](O)CN2C(=O)c2ccncc2)O1,2,-2,3,-0.8,-4,10,-12,0.1
COc1ccc(N/C=C/C(=C(C#N)C#N)N(C)C)cc1,-13,14,10,-1.3,.,-2,5,0.1
CN(C)C(=O)[C@]1(Cc2ccccc2N=[N+]=[N-])N=C(c2ccc(OCCCO)cc2)O[C@@H]1c1ccccc1,19,-7,11,6.3,-3,.,-7,.

# Look-ups from the results shown.
# Result for CO[C@@H]1CN(C)C(=O)c2ccc(NC(=O)Nc3c(C)noc3C)cc2OC[C@@H](C)NC[C@@H]1C under INS-1E GSIS act: 21
# Result for CCCCOc1ccc(C(=O)N/C(=C/C=C/c2ccccc2)C(=O)NCCCO)cc1 under INS-1E GSIS act: -3

# Going on with the list.
molecule,EWS-Fli inh,DENV2 CPE,PAX8 inh HTS,F508del corr,ARNT TACC3 PPI,INS-1E GSIS act,ERp5 block,Xi reactivation
COc1ccc(CN(C)C(=O)c2ccc3c(=O)n4c(nc3c2)CCC4)cc1,3,1,13,-2.0,-3,12,-2,0.1
Cc1ccc(CN(CC(=O)NCc2ccc3c(c2)OCO3)C(=O)c2csnn2)cc1,6,-9,-5,0.7,-1,32,0,0.0
COc1ccc(N2CCN(C(=S)Nc3ccccc3OC)CC2)cc1,2,-7,2,-1.2,3,-6,2,0.2
CC(Oc1ccc(Br)cc1)C(=O)NCc1ccccn1 (configuration not stated),1,-2,9,0.8,22,3,1,0.0
O=C(Nc1ccc(O)c(-c2nc3ccccc3s2)c1)C1=COCCO1,-3,-2,6,-2.2,.,7,0,0.0
O=C(COC(=O)C1CC(O)CN1S(=O)(=O)c1ccc(Cl)cc1)c1ccccc1Cl (configuration not stated),.,.,-21,.,-9,-17,.,-0.1
COc1ccc(NC(=O)C(c2ccnc3ccccc23)n2c(=O)c(-c3ccccc3)nc3ccccc32)cc1 (configuration not stated),-4,?,3,-2.2,.,19,-1,0.0
Cc1ccc(S(=O)(=O)N(C)C[C@@H]2OCCCC[C@H](C)Oc3ccc(NC(=O)c4ccncc4)cc3C(=O)N([C@H](C)CO)C[C@@H]2C)cc1,-3,6,8,2.5,-8,-21,5,0.0
CCC(=O)Nc1nc2c(c(=O)[nH]1)CCCC2,-1,2,-2,-2.1,2,5,12,0.2
Cc1cccc(-c2nc(CS(=O)CC(=O)NC3CCCC3)c(C)o2)c1 (configuration not stated),16,-6,-10,0.3,.,.,-4,0.0
COC(=O)CCC(=O)CN,-4,11,-6,-3.0,-2,.,1,-0.1
CCN(C(=O)Cn1cnc2ccccc2c1=O)C1CCS(=O)(=O)C1 (configuration not stated),-5,2,-7,-4.3,23,11,2,-0.1
CN1CCN(NC(=O)c2ccc(Cl)cc2Cl)CC1,-5,-3,25,-1.2,-7,15,0,0.0
CC(C)N(Cc1ccccc1)C(=O)CCS(=O)(=O)c1ccc2c(c1)oc(=O)n2C,2,13,-9,-1.5,-5,43,-5,0.1
C[C@H](CO)N1C[C@H](C)[C@@H](CN(C)C(=O)Nc2cc(F)ccc2F)Oc2cc(-c3ccc(C#N)cc3)ccc2S1(=O)=O,37,-5,32,1.0,18,-14,-5,0.0

# (listing goes on)
molecule,EWS-Fli inh,DENV2 CPE,PAX8 inh HTS,F508del corr,ARNT TACC3 PPI,INS-1E GSIS act,ERp5 block,Xi reactivation
COC(=O)c1cn(C(=O)c2cc(C)cc(C)c2)c2ccccc12,3,7,-6,0.4,-6,8,-8,0.0
O=S1(=O)CC/C(=N\Nc2ccc(F)cc2)c2ccsc21,-3,2,6,0.2,3,-2,3,-0.1
COCCCN1Cc2cccc(C(=O)O)c2C1=O,2,13,1,0.7,-11,1,1,0.0
CCc1nc(SCc2cc(=O)[nH]c3ccccc23)c2c(C)c(C)sc2n1,1,3,-7,0.6,-10,8,-1,-0.2
CC(C)C(C(=O)NC1CCCC1)N(Cc1ccco1)C(=O)CNS(=O)(=O)c1ccccc1 (configuration not stated),2,1,10,-1.7,.,4,3,0.2
Cc1noc(C)c1COc1ccccc1C(=O)NCCc1ccccc1,-2,-3,-4,1.1,19,12,-1,-0.1
C[C@@H]1CN([C@@H](C)CO)C(=O)Cc2cc(NS(=O)(=O)c3cccs3)ccc2O[C@H]1CN(C)S(=O)(=O)c1ccc(Cl)cc1,4,-10,-1,0.6,10,-2,-2,-0.3
CC1CCCN(C(=O)CN2C(=O)CSc3ccc(S(=O)(=O)N4CCOCC4)cc32)C1 (configuration not stated),.,10,-14,0.1,1,11,3,0.1
COc1ccc(NC(=S)NC2CCN(Cc3ccccc3)CC2)cc1OC,11,-4,-24,-1.9,-25,3,-8,0.1
O=S(=O)(c1ccccc1F)N1CC[C@@H]2[C@@H](CO)Nc3ccc(-c4ccccc4F)cc3[C@@H]21,-19,-22,13,2.3,3,3,-1,-0.1
OCC1OC(Oc2cccc3ccccc23)C(O)C(O)C1O (configuration not stated),-6,1,0,0.8,-14,9,-1,0.0
CCOc1ccccc1N(C)C(=O)CCS(=O)(=O)c1ccc2c(c1)NC(=O)CO2,.,-7,-5,-0.8,-4,0,4,0.2
C=CCNC(=O)[C@@H]1[C@H]2C(=O)O[C@H](c3ccccc3)[C@H](c3ccccc3)N2[C@H](c2ccccc2OCCO)[C@@]12C(=O)Nc1ccc(C#Cc3ccc(OC)cc3)cc12,3,-4,49,-6.2,-7,.,1,.
CO[C@@H]1CN(C)C(=O)c2ccc(NC(C)=O)cc2OC[C@@H](C)N(Cc2cc(F)ccc2F)C[C@@H]1C,-3,-12,.,-0.7,0,-25,-4,-0.2
COc1ccccc1N1CCN(CC(O)COc2ccc3c(c2)OCO3)CC1 (configuration not stated),.,.,-12,.,-2,13,.,0.0

# The listing continues.
molecule,EWS-Fli inh,DENV2 CPE,PAX8 inh HTS,F508del corr,ARNT TACC3 PPI,INS-1E GSIS act,ERp5 block,Xi reactivation
Nc1nccnc1C(=O)OCC(=O)NCCc1ccc(Cl)cc1,0,?,-7,2.2,9,.,4,0.1
COc1ccc(O)c(/C=N/NC(=O)c2cc(=O)[nH]c3ccccc23)c1,14,3,34,-0.9,1,18,-7,.
C[C@@H]1CN([C@H](C)CO)C(=O)c2cc(C#CC3(O)CCCC3)cnc2O[C@@H]1CN(C)C(=O)Cc1ccncc1,-2,1,.,-1.3,1,35,-3,2.4
CC(Oc1ccc(Br)cc1)C(=O)NCC(c1cccs1)N1CCOCC1 (configuration not stated),3,20,2,-0.9,1,-8,-1,0.0
COc1ccccc1C(=O)NC(=S)Nc1cccnc1Cl,57*,8,40,-1.2,.,28,2,0.0
C[C@H]1CN([C@@H](C)CO)C(=O)CCCn2cc(nn2)CO[C@H]1CN(C)C(=O)OCc1ccccc1,5,20,.,2.6,-10,-4,2,-0.1
O=C(/C=C/c1ccc(Br)o1)NCCCN1CCOCC1,-14,.,4,-0.7,-23,-4,6,-0.1
O=C(c1ccccc1)c1cc2ccccc2oc1=O,-6,1,-51,-2.6,1,-6,2,0.0
Cc1ccccc1-c1ccc(C2[C@@H]3CN(S(=O)(=O)c4cn(C)cn4)C[C@H]2N3)cc1 (some centres not stated),0&-3,?,9&7,0.3&-1.0,.,4&1,1&1,0.0&0.0
COc1ccc(S(=O)(=O)Nc2ccc3c(c2)C(=O)N([C@@H](C)CO)C[C@H](C)[C@H](CN(C)S(=O)(=O)c2ccc(Cl)cc2)O3)cc1,16,15,30,-3.1,16,12,.,0.0
CCc1nc2c(OCc3cccc(OC)c3)cccn2c1N(C)C(=O)c1ccccc1F,8,5,12,1.0,.,-2,5,0.1
C=CCOC(=O)C(=O)/C=C/c1coc2ccccc2c1=O,-1,-4,3,-1.2,2,-8,-2,0.0
COc1ccc(C)cc1Nc1nc(N)c2ccccc2n1,-22,-4,31,1.8,5,46,-1,0.0
COc1ccccc1C(c1nnnn1C(C)C)N1CCN(C(=O)c2ccco2)CC1 (configuration not stated),8,-2,2,0.9,.,11,-1,0.0
CCOC(=O)C1(Cc2ccccc2Cl)CCN(C(=O)c2cc(C)on2)CC1,.,11,-81,-0.2,5,4,6,0.0

# Other results
molecule,EWS-Fli inh,DENV2 CPE,PAX8 inh HTS,F508del corr,ARNT TACC3 PPI,INS-1E GSIS act,ERp5 block,Xi reactivation
COc1cc(-c2c(-c3cc(OC)c(OC)c(OC)c3)noc2C)ccc1F,66*,-1,88*,-2.6,.,-10,10,0.2
C[C@@H]1CN([C@H](C)CO)C(=O)CCCn2cc(nn2)CO[C@H]1CN(C)S(=O)(=O)c1ccc(F)cc1,2&-6&-13,-10&0&-1,12&3,-1.9&0.9&1.8,-2&-4,-8&-3,1&7&7,0.1&0.5
C[C@@H]1CN([C@@H](C)CO)C(=O)c2cccc(NS(=O)(=O)c3cn(C)cn3)c2O[C@@H]1CN(C)C,8,5,8,3.4,0,16,1,-0.2
O=C(COc1ccc(Cl)cc1)N1CCN(S(=O)(=O)c2cc(F)ccc2F)CC1,3,18,7,-2.1,.,2,-3,0.0
Cc1cc(OCC(=O)NCC2CCC(C(=O)O)CC2)c2c(C)c(C)c(=O)oc2c1 (configuration not stated),-10,5,.,-0.4,2,.,2,.
Cc1c(Cl)cccc1NC(=O)C1CC2CCC1C2 (configuration not stated),7,0,-11,1.3,.,.,5,-0.1
COc1cccc(-c2cnc3c(c2)C(=O)N([C@H](C)CO)C[C@H](C)[C@H](CN(C)C(=O)NC(C)C)O3)c1,-15,.,7,-4.3,.,28,.,-0.8
